# CD40 NFkB inh = CD40 pathway inhibition in BL2 cells; hit rate 0.94% among 83,000; inhibition, % at 10 µM; BL2 NF-kB luciferase reporter, CD40L-induced, 4 h;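 active = mean inhibition of at least 50% with a set share of replicates also reaching that level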;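 note: 0% = neutral control wells and 100% = IKK inhibitor VII at 50 µM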
# * marks the source's active call; other numbers are inactive results; [ ] = another dose, or the depositor's remark. These rows are one share of the data, so the mix of outcomes need not match the whole.
SMILES,CD40 NFkB inh
CCOC(=O)C(CCc1ccccc1)NC1CCc2ccccc2N(CC(=O)O)C1=O (stereo not drawn),0[25 µM]
Cc1nc2ccccc2[nH]c1=O,12
CO[C@@H]1CN(C)C(=O)c2ccc(NS(C)(=O)=O)cc2OC[C@H](C)N(C(=O)C2CCCC2)C[C@H]1C,-17
O=C(CCc1ccc(S(=O)(=O)N2CCOCC2)cc1)Nc1ccccc1F,-4
CCOc1ccc(CNn2nnnc2N)cc1,3
CCCS(=O)(=O)NC(=O)C1(C)CCN(C(=O)c2cc(C)n(C(C)(C)C)n2)C1 (stereo not drawn),6
CN(C)CCNc1oc(COc2ccc(-c3ccccc3)cc2)nc1C#N,-7
CC(NCC(O)CP(=O)(O)CC1CCCCC1)c1ccc(Cl)c(Cl)c1 (stereo not drawn),2[25 µM]
COc1ccccc1NC(=O)N1CCCCN2[C@H](C1)[C@@H](c1ccc(-c3cccc(C#N)c3)cc1)[C@@H]2CO,25[25 µM]
CCCn1nc(C(=O)Nc2nnc(CC)s2)c2ccccc2c1=O,-11
Cc1cc(N2CCN(C(=O)c3ccco3)CC2)c2ccccc2n1,4
N#Cc1cccc(-c2ccc3c(c2)[C@@H]2[C@@H](CCN2C(=O)c2ccccc2F)[C@H](CO)N3)c1,23[25 µM]
O=C(C[C@H]1CC[C@@H]2[C@H](COC[C@@H](O)CN2Cc2ccc(Oc3ccccc3)cc2)O1)N1CCN(c2ccccc2)CC1,41[25 µM]
O=C1NC(=S)S/C1=C\c1cccc([N+](=O)[O-])c1,8
CC1=CCC(COC(=O)Nc2ccccc2)CC1 (stereo not drawn),-85
C[C@H]1CN([C@@H](C)CO)S(=O)(=O)c2ccc(-c3cncnc3)cc2O[C@H]1CN(C)C(=O)NC1CCCC1,-8[25 µM]
O=C(c1ccc(Br)o1)N1CCN(CCc2ccncc2)CC1,3
NC(=O)C1(N2CCCCC2)CCN(S(=O)(=O)c2ccc(Cl)s2)CC1,7
CN(C(=O)COc1ncnc2sccc12)c1ccccc1,11
CO[C@H]1CN(C)C(=O)c2cc(NS(C)(=O)=O)ccc2OC[C@H](C)N(C(=O)C2CCOCC2)C[C@@H]1C,-22[25 µM]
CCC(=O)N1Cc2cc(C(=O)N(C)C)nc(-c3cccc(-c4cncnc4)c3)c2[C@H]1CCO,-16[25 µM]
FC(F)(F)c1nnc2ccc(N3CCOCC3)nn12,10
CC1Cc2cc(S(=O)(=O)N3CCN(C)CC3)ccc2N1C(=O)C1CC1 (stereo not drawn),26
O=C1OC(Oc2ccc(Br)cc2)(c2ccccc2)c2ccccc21 (stereo not drawn),-34
O=C(CC(F)(F)F)N1C[C@H]2[C@@H](c3ccccc31)[C@H](CO)N2C(=O)CN1CCOCC1,-11[25 µM]
SMILES,CD40 NFkB inh
CC(NC(=O)CN1c2cccc3cccc(c23)S1(=O)=O)c1ccc(S(N)(=O)=O)cc1 (stereo not drawn),6
CN(C)CC(=O)N1[C@@H](C#N)[C@H](c2ccc(-c3ccc(C(=O)N(C)C)cc3)cc2)[C@@H]1CO,-41
O=C(c1cnn(-c2ccccc2)c1-n1cccc1)N1CCN(C2CCCCC2)CC1,10
COc1ccc(C(C)=O)cc1COc1ccc(-n2cnnn2)cc1,13
O=C(OCC(=O)N1CCCCCC1)c1ccc[nH]c1=O,-10
COCC#Cc1ccc([C@H]2[C@@H](CO)N3C(=O)CN(C(=O)C4CCCC4)C[C@@H]23)cc1,-9
CCOc1ccc(C(=O)COC(=O)CN2C(=O)NC3(CCCCC3C)C2=O)cc1 (stereo not drawn),4
CN1c2ccc(-c3cccc(C#N)c3)cc2[C@@H]2[C@@H](CCN2C(=O)c2cccc(F)c2)[C@@H]1CO,12[25 µM]
CCN(CC)S(=O)(=O)c1cc(C(=O)O)ccc1Cl,2
O=C(COC(=O)c1cccs1)NCCC1=CCCCC1,-46
C[C@@H]1CN([C@@H](C)CO)C(=O)c2cccc(NC(=O)Nc3ccc(C(F)(F)F)cc3)c2O[C@H]1CN(C)C(=O)Nc1ccccc1,15
CCCCCCCc1nc2nc(C)c(Br)c(=O)n2[nH]1,15
C/C=C/c1ccc([C@H]2[C@H](CO)N(C(C)=O)[C@H]2CNC(=O)c2ccccc2)cc1,-2[25 µM]
N#C[C@@H]1[C@H](c2ccc(C#CCC3CCCC3)cc2)[C@H](CO)N1C(=O)c1ccccn1,34[25 µM]
COc1ccc(C(=O)NC2CCc3ccccc32)cc1OC1CCN(C(C)=O)CC1 (stereo not drawn),4
Cc1ccc(S(=O)(=O)N(CC(=O)Nc2ccc(C)c(Cl)c2)C(=O)N2CCN(C)CC2)cc1,6
CCNC(=O)C1(C)CCCN(C(=O)c2cccc(C)c2C)C1 (stereo not drawn),7
Cn1c(Nc2ccc(F)cc2)nc2cc(-c3ccsc3)sc2c1=O,-24
N#Cc1ccccc1OCC(=O)OCC(=O)NC1CC1,-4
O=C(CCCCn1c(=O)[nH]c2ccsc2c1=O)NCc1ccc2c(c1)OCO2,0
CC(C)COC(=O)N(C)C[C@@H]1OCc2cn(nn2)CCCC(=O)N([C@@H](C)CO)C[C@H]1C,-4[25 µM]
COc1ccc2c3c([nH]c2c1)[C@@H](CO)N(CC1CCCCC1)CC31CN(C(=O)C2CCOCC2)C1,-9[25 µM]
COc1ccc(NC(=O)Nc2cccc3c2O[C@H](CN(C)Cc2ccc(C(=O)O)cc2)[C@H](C)CN([C@H](C)CO)C3=O)cc1,-10[25 µM]
CN1CCN(CC(=O)Nc2ccc([N+](=O)[O-])cc2Br)CC1,0
COC(=O)C(Sc1ccc(Cl)cc1)C1SC(=S)N(Cc2ccccc2)C1=O (stereo not drawn),16

# Ordered by molar mass (rising): some entries from above.
SMILES,CD40 NFkB inh
N#Cc1ccccc1OCC(=O)OCC(=O)NC1CC1,-4
CCN(CC)S(=O)(=O)c1cc(C(=O)O)ccc1Cl,2
O=C(COC(=O)c1cccs1)NCCC1=CCCCC1,-46
CCCCCCCc1nc2nc(C)c(Br)c(=O)n2[nH]1,15
Cn1c(Nc2ccc(F)cc2)nc2cc(-c3ccsc3)sc2c1=O,-24
N#C[C@@H]1[C@H](c2ccc(C#CCC3CCCC3)cc2)[C@H](CO)N1C(=O)c1ccccn1,34[25 µM]
O=C(CCCCn1c(=O)[nH]c2ccsc2c1=O)NCc1ccc2c(c1)OCO2,0
CCOc1ccc(C(=O)COC(=O)CN2C(=O)NC3(CCCCC3C)C2=O)cc1 (stereo not drawn),4
O=C(c1cnn(-c2ccccc2)c1-n1cccc1)N1CCN(C2CCCCC2)CC1,10
COC(=O)C(Sc1ccc(Cl)cc1)C1SC(=S)N(Cc2ccccc2)C1=O (stereo not drawn),16
CC(NC(=O)CN1c2cccc3cccc(c23)S1(=O)=O)c1ccc(S(N)(=O)=O)cc1 (stereo not drawn),6
Cc1ccc(S(=O)(=O)N(CC(=O)Nc2ccc(C)c(Cl)c2)C(=O)N2CCN(C)CC2)cc1,6
COc1ccc2c3c([nH]c2c1)[C@@H](CO)N(CC1CCCCC1)CC31CN(C(=O)C2CCOCC2)C1,-9[25 µM]
COc1ccc(NC(=O)Nc2cccc3c2O[C@H](CN(C)Cc2ccc(C(=O)O)cc2)[C@H](C)CN([C@H](C)CO)C3=O)cc1,-10[25 µM]
C[C@@H]1CN([C@@H](C)CO)C(=O)c2cccc(NC(=O)Nc3ccc(C(F)(F)F)cc3)c2O[C@H]1CN(C)C(=O)Nc1ccccc1,15

# Continued:
SMILES,CD40 NFkB inh
Cn1nc(OCC(=O)O)cc1C(F)(F)F,6
CCN(CC)C(=O)c1cnn(-c2ccccc2)c1NC(=O)c1ccco1,8
CCN(C[C@@H]1[C@@H](c2ccc(C3=CCCCC3)cc2)[C@@H](CO)N1CC1CC1)C(C)=O,-4[25 µM]
COc1ccccc1CCC(=O)OCC(=O)Nc1cc(C)nn1-c1ccccc1,11
O=C(CN1CCN(Cc2ccc(Cl)cc2)CC1)N/N=C/c1ccncc1,4
C[C@@H]1CN([C@@H](C)CO)S(=O)(=O)c2ccc(-c3ccccc3)cc2O[C@@H]1CN(C)C(=O)CC1CC1,14[25 µM]
CC(=O)Nc1ccc2c(c1)C(N1CC3CCC(CC3)C1)c1ccccc1-2 (stereo not drawn),-11
N#CCC(=O)Nc1ccc(C(=O)OCC(=O)N2CCCC2=O)cc1,5
COc1cccc(NC(=O)c2cc([N+](=O)[O-])ccc2NC(=O)CNCC2CCCO2)c1 (stereo not drawn),28
Cc1c(C#N)c(N)c(C(=O)c2ccccc2)n1Cc1ccccc1,7
O=C1C(O)CCN1C1CCCCC1 (stereo not drawn),4
Cn1cnc2c(NCc3ccco3)ncnc21,0
COc1ccc(CCNC(=O)c2cc3c(=O)n(C)c4ccccc4c3n2C)cc1OC,4
O=C(c1ccccn1)N1C[C@@H]2[C@H](c3ccccc31)[C@@H](CO)N2C(=O)Cc1ccccc1,3[25 µM]
COCC(=O)Nc1ccc2c(c1)C(=O)N(C)[C@@H]1CC[C@@H](CC(=O)NC3Cc4ccccc4C3)O[C@H]1CO2,-6[25 µM]
COCC(C)n1c(SCC(=O)N2CC(=O)Nc3ccccc32)nc2ccccc2c1=O (stereo not drawn),-1
O=C(C[C@H]1C[C@H]2c3cc(NC(=O)Nc4ccc(C(F)(F)F)cc4)ccc3O[C@H]2[C@H](CO)O1)NCc1cccnc1,10[25 µM]
CC(=O)Nc1ccc(C)cc1NC(C)=O,-1
Cc1c([N+](=O)[O-])c([N+](=O)[O-])nn1CC(=O)N1CCOCC1,5
O=C(Nc1ccon1)c1ccc2c(c1)OCO2,-33
CC=Cc1ccc2n(c1=O)C[C@H]1[C@H](CO)[C@@H](C(=O)NC3CCC3)[C@@H]2N1S(=O)(=O)c1cn(C)cn1 (mixture of isomers),-4[25 µM]
C[C@H](CO)N1C[C@H](C)[C@@H](CN(C)C(=O)[C@@H]2CCCN2C)OCc2ccccc2-c2c(n(C)c3ccccc23)C1=O,-1[25 µM]
O=S(=O)(c1ccccc1)N1CCN=C1SCc1cccnc1,-1
Cc1ccc(NC(=O)c2n[nH]c(=O)c3ccccc23)cc1S(=O)(=O)N1CCOCC1,0
O=S(=O)(c1ccccc1)N1CCN(S(=O)(=O)c2ccc(F)cc2)CC1,-13

# Taken from above.
# `Cn1nc(OCC(=O)O)cc1C(F)(F)F` in CD40 NFkB inh reads 6
# `COc1ccccc1CCC(=O)OCC(=O)Nc1cc(C)nn1-c1ccccc1` in CD40 NFkB inh reads 11

# (listing goes on)
SMILES,CD40 NFkB inh
N#C[C@@H]1[C@H](c2ccc(-c3cccc(F)c3)cc2)[C@H](CO)N1C(=O)CN1CCOCC1,7[25 µM]
Cc1noc(C)c1NC(=O)N1C[C@@H](O)COC[C@@H]2O[C@@H](CC(=O)NCC3CC3)CC[C@H]21,1[25 µM]
CC1=C(C(=O)OCc2ccccc2)C(/C=C/c2ccccc2)N2C(=O)CCSC2=N1 (stereo not drawn),4
Cc1c(NC(=O)C(C)OC(=O)c2ccccc2O)c(=O)n(-c2ccccc2)n1C (stereo not drawn),2
Cc1nn(Cc2nc(-c3cccs3)no2)c(C)c1Br,3
O=C(CNCC1CCCCC1)Nc1ccc(N2CCCCC2)cc1,-2
C=CCOc1ccc2ccccc2c1CNc1ncn[nH]1,7
O=C(CNC(=O)c1ccc(Oc2ccccc2)cc1)OC1CCCCC1=O (stereo not drawn),24
CN(C)CCCOC(=O)CCc1ccccc1,3
COc1cc(OC)c(C(=O)NCC(c2cccs2)N(C)C)cc1OC (stereo not drawn),2
Cc1onc(-c2ccccc2)c1C(=O)N/N=C/c1c[nH]c2ccccc12,2
CCc1ccc(C(=O)Nc2nnn(CC)n2)cc1,47
CCNC(=O)NC(=O)C(C)OC(=O)c1oc2ccc(OCC)cc2c1C (stereo not drawn),9
CCCCN(C)C(=O)c1nc2ccccn2c1CN(C)Cc1csc(C)n1,-1
COc1ccc(/C=N/NC2=NCCCCC2)c(OC)c1,-21
O=C(NS(=O)(=O)Oc1ccccc1F)OC[C@@H]1CCCN2CCCCC12 (stereo partly drawn),13
Cc1cc(NC(=O)CSc2nnc3ccccn23)no1,0
O=C(N/N=C\c1cn[nH]c1-c1ccccc1)c1ccc([N+](=O)[O-])cc1,12
Cc1cccc(NC(=O)CSc2cccc[n+]2[O-])c1C,16
COCC(=O)N1[C@H](C#N)[C@H](c2ccccc2-c2cccc(F)c2)[C@H]1CO,-2[25 µM]
COCC(=O)Nc1ccc2c(c1)C(=O)N(C)[C@H]1CC[C@H](CC(=O)N3CCc4ccccc4C3)O[C@H]1CO2,6[25 µM]
COc1cccc(OCc2cc(C(=O)N3CCNC(=O)C3Cc3ccccc3)no2)c1 (stereo not drawn),-43
CNC[C@@H]1OCc2ccccc2-c2c(n(C)c3ccccc23)C(=O)N([C@H](C)CO)C[C@H]1C,-5
Fc1ccc(-c2nnc(CN3CCN(c4ncc(C(F)(F)F)cc4Cl)CC3)o2)cc1,15
COC(=O)c1[nH]c2ccc(C)cc2c1NC(=O)CN1CCc2cc(OC)c(OC)cc2C1,-7
SMILES,CD40 NFkB inh
COc1ccc(C)cc1NC(=O)c1cc(-c2ccccc2)nc2c1cnn2C(C)C,9
CC(=O)c1ccc(CCCCCCCCCC(=O)O)s1,-2
Fc1ccc(Cn2nnnc2C(c2cccs2)N2CCN(C3CCCCC3)CC2)cc1 (stereo not drawn),5
CC(C)NC(=O)N1C2CN(CC(F)(F)F)CC1C2c1ccc(Br)cc1 (stereo not drawn),-1
COc1ccc([C@@H]2C/C=C\C[C@@H](c3ccc4c(c3)OCO4)NC(=O)CCC(=O)N2)c(OC)c1,12[25 µM]
CCCN1C[C@H](C)[C@H](OC)CN(C)C(=O)c2cc(NC(=O)NC3CCCC3)ccc2OC[C@H]1C,-1
COc1ccc(NC(=O)CSc2nncc3ccccc23)cc1,-6
CC(C)COc1ccc(C(=O)NC(CC(C)C)C(=O)O)cc1 (stereo not drawn),2
O=C(CCC(=O)N1CCN(c2ccccc2F)CC1)N1CCN(c2ccccc2)CC1,8
O=C1CCCc2c1cnc1ncnn21,10
CC(NC(N)=O)C(=O)OCc1ccc(Cl)cc1Cl (stereo not drawn),3
C[C@@H]1CN([C@@H](C)CO)C(=O)CCCn2nncc2CO[C@@H]1CN(C)C(=O)c1cc(-c2ccccc2)on1,-2[25 µM]
CC(C)C(NS(=O)(=O)c1cccc2nsnc12)C(=O)Nc1nccs1 (stereo not drawn),6

# Screening data (PubChem BioAssay)
